# BH1578 lux ind: inducers of Vibrio cholerae quorum light production without autoinducers; AID 588436; 0.16% of 350,000 active; activation, % at 18.7 µM; V. cholerae BH1578 lux reporter, luminescence, 6 h; in the data active = activation mostly above about 9.7%, no sharp cut-off; inconclusive = no clear call, values can overlap the other calls; inactive = mostly below about 3.7%; also: not every result past the cut was called active; inactives centre near 0; reference of the scale not given here
# PriA SSB inh: inhibitors of Klebsiella pneumoniae PriA binding to SSB C-terminal tail; AlphaScreen SSBct-PriA binding, biotinylated peptide; 0.6% of 430,000 active; inhibition, % at 33 µM; in the data active = inhibition mostly above about 37%, no sharp cut-off; inactive = mostly below about 20%;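 also: plate controls were negative control peptide for no effect and reference peptide for full effect; strong numbers were not always called active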
# PfHsp40 yeast: restores yeast growth despite PfHsp40 toxicity | 0.68% of 340,000 active | growth rescue, % at 12.5 µM | S. cerevisiae expressing PfHsp40, growth rescue, ATP luminescence | AID 504582; in the data active = growth rescue above about 28%, passing the limit was not always enough; inconclusive = no clear call, values can overlap the other calls;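 also: yeast W303a lacking pdr1 and pdr3 grown in galactose medium; growth measured after three days at 30 °C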
# Anthrax LF inh2: blocks Bacillus anthracis lethal factor protease; multiplex microsphere protease cleavage assay, LF; inhibition, % at 10 µM; 0.12% of 360,000 active; AID 588501; also: plate controls were buffer without enzyme for full effect and enzyme alone for no effect
# Yp Topo-I inh: blocks Yersinia pestis topoisomerase I activity | Y. pestis Topo-I cleavage product accumulation, plate reader | activity, % at 10 µM | 0.064% of 360,000 active | AID 504884; in the data active = activity above about 50%, passing the limit was not always enough; inconclusive = no clear call, values can overlap the other calls; also: inactives centre near 2
# TcdB inh: inhibitors of Clostridioides difficile toxin B glycohydrolase; TcdB glycohydrolase enzymatic assay, plate reader; 0.24% of 350,000 active; AID 652162; inhibition, % at 9.99 µM; in the data active = inhibition above about 10%
# Target sequence (P18177 whole entry, looked up): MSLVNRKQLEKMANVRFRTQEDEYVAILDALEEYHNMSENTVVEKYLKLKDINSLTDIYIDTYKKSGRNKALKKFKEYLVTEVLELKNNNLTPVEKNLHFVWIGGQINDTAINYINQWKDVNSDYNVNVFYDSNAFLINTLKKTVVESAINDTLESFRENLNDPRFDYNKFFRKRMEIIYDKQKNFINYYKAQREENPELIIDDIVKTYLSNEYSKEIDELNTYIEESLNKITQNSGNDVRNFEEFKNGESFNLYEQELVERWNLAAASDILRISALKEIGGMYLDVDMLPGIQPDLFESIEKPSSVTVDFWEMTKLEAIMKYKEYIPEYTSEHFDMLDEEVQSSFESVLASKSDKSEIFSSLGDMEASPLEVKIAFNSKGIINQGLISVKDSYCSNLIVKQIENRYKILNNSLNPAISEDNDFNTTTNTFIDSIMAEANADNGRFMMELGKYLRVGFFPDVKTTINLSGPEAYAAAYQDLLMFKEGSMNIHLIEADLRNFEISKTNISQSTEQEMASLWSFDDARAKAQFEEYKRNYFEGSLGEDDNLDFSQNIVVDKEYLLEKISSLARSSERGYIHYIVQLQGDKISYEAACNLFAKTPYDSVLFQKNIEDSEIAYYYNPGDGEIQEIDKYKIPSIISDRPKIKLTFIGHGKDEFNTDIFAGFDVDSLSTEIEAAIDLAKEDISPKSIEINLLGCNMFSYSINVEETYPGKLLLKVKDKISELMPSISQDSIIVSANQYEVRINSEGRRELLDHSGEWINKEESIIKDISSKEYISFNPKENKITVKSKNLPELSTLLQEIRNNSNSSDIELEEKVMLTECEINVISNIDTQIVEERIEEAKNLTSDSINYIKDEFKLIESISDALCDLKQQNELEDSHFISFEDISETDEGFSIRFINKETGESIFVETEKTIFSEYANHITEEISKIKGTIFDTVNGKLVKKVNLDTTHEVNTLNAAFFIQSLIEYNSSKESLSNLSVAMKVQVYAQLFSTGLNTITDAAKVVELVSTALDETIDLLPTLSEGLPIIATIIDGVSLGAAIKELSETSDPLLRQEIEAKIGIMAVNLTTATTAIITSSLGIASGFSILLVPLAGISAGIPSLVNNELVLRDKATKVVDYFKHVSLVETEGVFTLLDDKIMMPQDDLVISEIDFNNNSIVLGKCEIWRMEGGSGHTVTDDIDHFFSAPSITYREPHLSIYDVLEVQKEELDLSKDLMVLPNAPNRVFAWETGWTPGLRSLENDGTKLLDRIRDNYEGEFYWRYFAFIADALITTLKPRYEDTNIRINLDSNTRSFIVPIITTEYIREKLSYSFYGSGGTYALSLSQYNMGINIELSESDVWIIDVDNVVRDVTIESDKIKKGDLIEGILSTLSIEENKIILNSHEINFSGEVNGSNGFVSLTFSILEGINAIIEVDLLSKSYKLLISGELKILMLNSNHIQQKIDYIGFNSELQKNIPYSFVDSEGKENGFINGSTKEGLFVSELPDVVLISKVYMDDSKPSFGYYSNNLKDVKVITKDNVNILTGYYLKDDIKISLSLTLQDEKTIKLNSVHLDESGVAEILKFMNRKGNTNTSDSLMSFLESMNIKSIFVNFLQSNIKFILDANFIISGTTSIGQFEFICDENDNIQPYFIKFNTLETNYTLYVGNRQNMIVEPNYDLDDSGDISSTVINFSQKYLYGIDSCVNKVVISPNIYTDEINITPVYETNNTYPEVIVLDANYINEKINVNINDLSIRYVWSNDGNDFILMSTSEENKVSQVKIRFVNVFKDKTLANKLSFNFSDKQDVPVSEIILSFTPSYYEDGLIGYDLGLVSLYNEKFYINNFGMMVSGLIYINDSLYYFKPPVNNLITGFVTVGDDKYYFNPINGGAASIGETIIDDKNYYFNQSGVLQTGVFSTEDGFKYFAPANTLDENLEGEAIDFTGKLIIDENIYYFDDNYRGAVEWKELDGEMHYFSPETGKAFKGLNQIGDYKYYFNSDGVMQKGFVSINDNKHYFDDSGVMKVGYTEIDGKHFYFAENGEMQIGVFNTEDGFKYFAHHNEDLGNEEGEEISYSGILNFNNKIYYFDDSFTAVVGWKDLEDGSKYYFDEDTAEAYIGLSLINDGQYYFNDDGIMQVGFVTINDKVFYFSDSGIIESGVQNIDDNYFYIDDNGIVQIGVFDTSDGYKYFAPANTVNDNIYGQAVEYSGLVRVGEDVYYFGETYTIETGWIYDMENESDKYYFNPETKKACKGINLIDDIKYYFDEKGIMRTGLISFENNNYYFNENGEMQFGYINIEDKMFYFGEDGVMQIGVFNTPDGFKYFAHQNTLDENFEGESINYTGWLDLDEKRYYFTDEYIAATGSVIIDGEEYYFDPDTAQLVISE
# BoNT-A LC inh2: inhibitors of Botulinum neurotoxin A light chain protease; multiplex microsphere protease substrate cleavage, flow cytometry; AID 588499; 0.17% of 360,000 active; inhibition, % at 10 µM; also: plate controls were buffer without enzyme for full effect and enzyme alone for no effect
# SARS 3CLpro inh: SARS-CoV 3CLpro protease inhibition | recombinant SARS-CoV 3CLpro, quenched FRET peptide cleavage | inhibition, % at 6 µM | 0.14% of 290,000 active | AID 1706; in the data active = inhibition above about 12%
# PrPC surface inh: cell surface PrPC inhibition, primary TR-FRET screen; AID 720596; TR-FRET read-out; 0.43% of 370,000 active; P04156; inhibition, % at 13.8 µM; in the data active = inhibition above about 24%; also: 0% = median of the test wells and 100% = reference compound wells
# * marks the source's active call; other numbers are inactive results; i = inactive; ? = inconclusive; . = no result given; & = joins results of further samples. Rule as the data show it, unless noted: active = inhibition above about 30%; inconclusive = no clear call, values can overlap the other calls; inactive = below that. These rows are one share of the data (hit frequency here may not be typical).
SMILES,BH1578 lux ind,PriA SSB inh,PfHsp40 yeast,Anthrax LF inh2,Yp Topo-I inh,TcdB inh,BoNT-A LC inh2,SARS 3CLpro inh,PrPC surface inh
CS(=O)(=O)c1ccc(-c2nnc(NC(=O)c3cccc(N4C(=O)CCC4=O)c3)o2)cc1,-0.7,-11&-9,2.9,-3,4,-0.8,0.0,.,-2
Cc1cccc(S(=O)(=O)CC(=O)Nc2nc(-c3ccccc3)cs2)c1,3.1,4,18,0,17,.,-0.1,0,8
Cc1nc(C(C)NC(=O)c2cc(COc3ccc(C)c(C)c3)on2)c(C)s1 (stereo unspecified),i,-3,-0.5,0,-2,1.3,0.6,3,-3
CCOC(=O)N1CCN(Cc2nc(Cc3cccc(F)c3)no2)CC1,4.2,6,2.6,-2,0,.,0.3,1,-3
Cc1nc(C)c(-c2csc(NCc3ccccc3)n2)s1,-0.1,4,2.3,0,23,.,0.1,1,-6
CN(c1ccc(C(=O)Nc2ccccc2Sc2ccccc2)cc1)S(C)(=O)=O,i,-23,4.4,-4,-10,.,0.5,-7,15
CN(c1ccccc1)S(=O)(=O)c1ccc(Cl)nc1,i,-7,1.6,-1,2,2.1,0.0,1,5
C[C@H](CO)N1C[C@H](C)[C@@H](CN(C)C)Oc2c(NS(=O)(=O)c3ccccc3)cccc2C1=O,6.7,-7,0.4,-2,4,0.8&1.6,0.4,.,-4
CC(C)c1ccc(NC(=O)C(c2ccccc2)N(Cc2ccco2)C(=O)CC2NC(=O)NC2=O)cc1 (stereo unspecified),1.1,12,0.3,0,21,2.8,-0.3,5,-10
CC(=O)Nc1ccc(C2NC(=O)c3ccccc3O2)cc1 (stereo unspecified),i,-4,-1.9,-2,11,.,0.4,3,-2
COc1ccc(S(=O)(=O)NC(CC(=O)N2CCc3ccccc32)c2ccco2)cc1 (stereo unspecified),-0.6,-6,1.3,0,9,.,0.1,-4,-2
Cc1cc(CCC(=O)O)c(C)cc1CCC(=O)O,.,-4,1.1,-3,1,.,0.7,3,4

# As a working copy, some entries already given.
SMILES,BH1578 lux ind,PriA SSB inh,PfHsp40 yeast,Anthrax LF inh2,Yp Topo-I inh,TcdB inh,BoNT-A LC inh2,SARS 3CLpro inh,PrPC surface inh
CS(=O)(=O)c1ccc(-c2nnc(NC(=O)c3cccc(N4C(=O)CCC4=O)c3)o2)cc1,-0.7,-11&-9,2.9,-3,4,-0.8,0.0,.,-2
Cc1cccc(S(=O)(=O)CC(=O)Nc2nc(-c3ccccc3)cs2)c1,3.1,4,18,0,17,.,-0.1,0,8
Cc1nc(C(C)NC(=O)c2cc(COc3ccc(C)c(C)c3)on2)c(C)s1 (stereo unspecified),i,-3,-0.5,0,-2,1.3,0.6,3,-3
CCOC(=O)N1CCN(Cc2nc(Cc3cccc(F)c3)no2)CC1,4.2,6,2.6,-2,0,.,0.3,1,-3
Cc1nc(C)c(-c2csc(NCc3ccccc3)n2)s1,-0.1,4,2.3,0,23,.,0.1,1,-6
CN(c1ccc(C(=O)Nc2ccccc2Sc2ccccc2)cc1)S(C)(=O)=O,i,-23,4.4,-4,-10,.,0.5,-7,15
CN(c1ccccc1)S(=O)(=O)c1ccc(Cl)nc1,i,-7,1.6,-1,2,2.1,0.0,1,5
C[C@H](CO)N1C[C@H](C)[C@@H](CN(C)C)Oc2c(NS(=O)(=O)c3ccccc3)cccc2C1=O,6.7,-7,0.4,-2,4,0.8&1.6,0.4,.,-4
CC(C)c1ccc(NC(=O)C(c2ccccc2)N(Cc2ccco2)C(=O)CC2NC(=O)NC2=O)cc1 (stereo unspecified),1.1,12,0.3,0,21,2.8,-0.3,5,-10

# Next results
SMILES,BH1578 lux ind,PriA SSB inh,PfHsp40 yeast,Anthrax LF inh2,Yp Topo-I inh,TcdB inh,BoNT-A LC inh2,SARS 3CLpro inh,PrPC surface inh
CC1(C)OCC(CNC(=O)c2[nH]c(C(F)(F)F)nc2-c2ccccc2)O1 (stereo unspecified),.,.,.,2,.,1.5,-0.3,.,1
Cc1ccccc1CN1CCNC(=O)C1CC(=O)NCCC1=CCCCC1 (stereo unspecified),i,-8,-0.2,-1,13,0.4,0.2,-2,2
Cc1c2c(cc3c1[nH]c1ccccc13)C=NCC2,-1.0,-11,-1.9,0,-14,1.3,-9.7,.,-9
O=C(c1ccc(N2C(=O)c3ccccc3C2=O)cc1)N1CCCCC1,-0.8,-11,1.3,-2,-5,-0.1,1.4,4,-2
Cc1ccc(N(CC(=O)NCC2CCCO2)C(=O)CCC(=O)Nc2nccs2)cc1 (stereo unspecified),-0.3,-12,1.7,1,4,1.2,-1.0,-3,-3
Cc1cc(NS(=O)(=O)c2ccc(NC(=O)c3ccc([N+](=O)[O-])cc3)cc2)nc(C)n1,i,.,.,0,-8,1.3,-0.4,.,-40
CC(=O)Nc1cc(F)c2c(c1F)Cc1cc(F)ccc1-2,i,-7,1.0,0,-6,4.7,0.1,.,2
O=C(/C(=C(/[O-])c1ccccc1)[n+]1ccccc1)c1ccc([N+](=O)[O-])cc1,-0.1,-8,-0.3,7,-3,0.3,3.2,-4,-1
CCOC(=O)C1CCCN(S(=O)(=O)c2ccc3c(c2)N(C(C)=O)CCO3)C1 (stereo unspecified),i,-7,0.1,-5,5,0.5,-1.8,-1,-5
O=C(Nc1ccccc1)Nc1cc(OCC(F)(F)F)cc(OCC(F)(F)F)c1,-0.1,-28,1.8,1,-18,2.2,0.2,-1,38*
Cc1onc(-c2ccccc2)c1C(=O)NNC(=S)NC(=O)c1ccc(Cl)cc1Cl,i,8,?,0,10,.,-0.1,4,-8
CCOn1c(-n2nc(C)cc2C)nc2ccccc2c1=O,i,-10,-0.6,-2,6,.,-0.7,1,-4
COc1cc2c(cc1OC)CN(C(=O)c1sc(-c3cnccn3)nc1C)CC2,-0.9,3,1.1,-1,-2,-0.6,-1.6,1,3
COc1cccc(C(=O)N(CN2CCCC2=O)c2cccc(Cl)c2)c1,-0.7,-2,0.7,10,-5,.,-0.9,-2,2
Cc1c(C)n(C(=O)CN2CCN(c3ccccc3)CC2)c2ccccc12,-0.5,12,4.2,.,1,.,.,-3,1
Cc1c(C)c2ccc(OCC(=O)Nc3ccccc3C(N)=O)cc2oc1=O,-0.3,-4,0.4,-4,2,1.3,-0.8,1,4
O=C(Nc1ccc(N2CCCC2)cc1)c1ccc([N+](=O)[O-])cc1Cl,0.8,13,1.4,-5,-6,1.3,-1.0,-1,2
COc1ccc([C@@H]2[C@@H]3C(=O)N(C(C)(C)C)C(=O)[C@@H]3[C@]3(Cc4ccccc4)C(=O)N(c4ccc(OC)cc4)C(=O)N23)cc1,1.4,-5,-0.8,2,20,-7.3,-0.7,.,6
Nc1ccccc1C(=O)NC(=O)Nc1ccc(Oc2ncc(Br)cn2)c(Cl)c1,i,-19,0.2,4,-3,0.8,0.3,.,13
CN(C)CCNC(=O)C(=O)NCC1CCCN1S(=O)(=O)c1cccs1 (stereo unspecified),0.0,-2,0.6,.,-2,0.6,.,.,-1
C/C(=N\NC(=O)CCc1c[nH]c2ccccc12)c1ccc([N+](=O)[O-])cc1,2.5,.,-0.8,-2,-20,-0.1,-0.4,3,-8
O=C(CN(C(=O)CNS(=O)(=O)c1ccccc1)C1CCCC1)NCc1ccco1,-2.8,-6,-0.8,-2,2,.,-0.3,.,0
Cc1ccc(C(=O)Nc2ccccc2C(=O)O)cc1S(=O)(=O)NCc1ccccc1,-0.8,2,0.7,-1,2,-1.1,-0.4,9,3
C=CCNCCCCOc1ccc(OCc2ccccc2)cc1,-0.3,0,1.3,0,-6,-0.8,1.2,-4,-3
CCc1ccc(N2CC(C(=O)NCc3ccc4c(c3)OCO4)CC2=O)cc1 (stereo unspecified),i,3,-0.2,-4,-3,.,0.3,1,3
Nc1nc2ccccc2n1S(=O)(=O)c1ccccc1,-0.4,.,.,3,0,-8.3,-0.4,.,16
Cc1c(NC(=O)CSc2n[nH]c(=O)n2-c2ccccc2)c(=O)n(-c2ccccc2)n1C,-0.5,0,-0.6,-3,4,0.2,-2.1,3,-3
CCc1nnc(NC(=O)CC(CN(C)S(=O)(=O)c2ccccc2)c2ccccc2)s1 (stereo unspecified),-0.1,-13,0.0,-8,11,2.8,0.2,-1,-10
CCCCN1CC(O)=C(c2nc(-c3ccc(Br)cc3)cs2)C1=N,0.9,-3,0.6,0,3,0.0,-0.7,7,-3
Cc1ccccc1-n1ncc2c(SCC(=O)N3c4ccccc4CC3C)ncnc21 (stereo unspecified),-1.8,-5,0.6,-4,-10,1.4,0.2,4,0
O=C(c1ccc(Cl)c(S(=O)(=O)N2CCCC2)c1)N1CCN(c2ccccc2)CC1,-0.3,-12,1.9,0,16,1.3,-0.6,0,4
O=C(CS(=O)(=O)Cc1ccccc1)Nc1ccc(Cl)cn1,-3.2,-18,1.8,-1,4,.,1.8,-3,-7
CN(C)S(=O)(=O)c1ccc(/C(O)=C2/C(=O)C(=O)N(Cc3cccnc3)C2c2cccs2)cc1 (stereo unspecified),i,.,-1.2,4,3,-1.8,1.0,-2,-11
Cc1nn(CC(=O)NC2CCS(=O)(=O)C2)c(C)c1S(=O)(=O)N(C)C (stereo unspecified),-0.6,2,-1.5,-2,-2,-0.5,-2.4,.,2
O=C(O)c1cc(NC(=O)c2ccc3c(c2)C(=O)N(Cc2cccnc2)C3=O)cc(C(=O)O)c1,.,-9,-0.9,-1,0,0.7,-2.8,0,1
O=C1NC(=O)C(c2ccccc2)(C2CCCC2)N1 (stereo unspecified),-1.3,-7,-2.0,2,-2,4.9,0.4,.,-3
CCc1c(C)nc2ncnn2c1N1CCC(C(=O)N2CCN(c3ccc(F)cc3)CC2)CC1,3.4,-20,-0.8,-1,14,.,?,3,-3
C#CCOCCOCCOCCNc1nc(N2CCN(C(=O)[C@H](Cc3cc4ccccc4[nH]3)n3cc([C@@H](N)CC(C)C)nn3)CC2)nc(N2CCN(C(=O)[C@H](Cc3cc4ccccc4[nH]3)n3cc([C@@H](N)CC(C)C)nn3)CC2)n1,-19,37,-0.9,-3,-13,.,-0.2,1,.
C/C(Cn1nc([N+](=O)[O-])cc1C)=N\NC(=O)COc1ccccc1[N+](=O)[O-],-0.3,.,-1.2,-3,0,-0.9,-0.4,2,-14
Cc1ccc(/C=C/C(=O)N2CCN(S(=O)(=O)c3c(C)c(C)cc(C)c3C)CC2)o1,-0.2,-3,1.5,0,32,1.1,0.2,-2,0
COc1ccc(C(CNC(=O)COc2ccc(Cl)cc2C)N2CCCCC2)cc1 (stereo unspecified),i,-1,-0.9,0,9,2.8,0.4,-4,1
O=S(=O)(/N=C(/NS(=O)(=O)c1ccccc1)c1ccccc1)c1ccccc1,-0.2,.,-1.0,-1,9,0.3,-0.3,-4,8
Cc1cccc(OCCOc2ccccc2C=C(C#N)C#N)c1,-0.4,-26,?,0,20,0.6,0.2,4,14
COc1ccc(NC(=O)CN2C(=O)NC(C)(c3ccc(C)cc3)C2=O)c([N+](=O)[O-])c1 (stereo unspecified),i,0,2.4,3,-16,0.6,-1.3,4,-25
CC(NC(=O)COC(=O)c1ccccc1SCC(=O)N1CCCC1)c1ccccc1 (stereo unspecified),-0.1,2,1.5,.,6,2.7,.,.,5
Cc1ccc(NC=C(S(=O)(=O)c2ccccc2)S(=O)(=O)c2ccccc2)cc1,-0.2,-3,-0.9,1,10,.,0.8,5,-2
Fc1ccc2[nH]c3c(N4CCN(c5ccccc5)CC4)ncnc3c2c1,i,11,7.9,0,-5,.,-0.3,3,21
COc1ccccc1NC(=O)c1sc2nc(Cc3ccccc3)cc(C(F)(F)F)c2c1N,-0.3,-25,2.9,16,7,0.7,30*,4,.

# Source: PubChem BioAssay
